Compound activity: PubChem, National Center for Advancing Translational Sciences (NCATS)
HTT ATP protect – protects HTT-Q103 PC12 cells, measured by ATP. PC12 HTT-Q103 induced, cytoprotection, ATP luminescence, 40 h. Potency, µM (titrated, usually from 56.4 µM), without a hit: cytoprotection (ATP increase), hits mostly activators. actives 0.14% (n = 230,000). AID 1471;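 note: % of control where 0% means no effect; nearly all actives have a fitted effect of over 45% in size; toxic huntingtin expression switched on by the ecdysone agonist tebufenozide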
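Compounds added alongside 100 nM tebufenozide, which induces toxic Q103 huntingtin exon 1-GFP in stable PC12 cells; surviving cells quantified by luminescent ATP measurement. Medium: phenol red-free DMEM, 5% equine and 5% calf serum.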
Tau ThT inhib – tau fibrillization inhibition (ThT binding). P10636. recombinant tau K18 P301L, heparin-induced fibrillization, ThT fluorescence. Potency, µM (titrated, usually from 57.4 µM), for the others: top-dose activity, negative = inhibition, actives largely listed as inhibitors. AID 1460. actives 2.1% (n = 270,000); note: % is set by controls: 0 for no effect and ±100 for the full control effect; nearly all actives have a fitted effect of over 55% in size
Target sequence (P10636 561-689 P618L limits assumed): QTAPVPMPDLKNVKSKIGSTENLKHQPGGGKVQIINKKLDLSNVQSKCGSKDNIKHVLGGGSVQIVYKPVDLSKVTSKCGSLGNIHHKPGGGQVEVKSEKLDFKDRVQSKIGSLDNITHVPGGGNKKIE
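Recombinant human tau K18 fragment […] carrying P301L, 15 uM unlabeled plus 0.24 uM Alexa 594-labeled, was fibrillized with 20 uM heparin in 100 mM sodium acetate pH 7 for 6 hr at 37 C; 30 uM ThT fluorescence read after 1 hr.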
GAA inhib – inhibitors of human lysosomal alpha-glucosidase; P10253; purified human GAA, 4-MU-alpha-glucoside fluorescence; Potency, µM (top dose mostly 76.9 µM), inactives show at the top dose activity change, negative = inhibition, most hits filed as inhibitors; actives 0.005% (n = 200,000);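 note: plate controls were uninhibited enzyme wells for no effect and no-enzyme background for full effect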
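Read-out is 4-methylumbelliferone fluorescence (Ex 365/Em 440 nm) after NaOH/glycine stop at pH 10. Enzyme 4 nM, substrate 400 uM, pH 5.0 citrate buffer, 20 min room temperature; AC50 from Hill-equation concentration-response.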
Tau fibril FP – tau fibrillization inhibition (FP); P10636; K18 P301L tau heparin fibrillization, Alexa594 FP, 6 h; Potency, µM (highest dose often 57.7 µM), for inactives: at the top dose activity, negative = inhibition, hits mostly inhibitors; actives 0.39% (n = 280,000); AID 1468; note: % is set by controls: 0 for no effect and ±100 for the full control effect; nearly all actives have a fitted effect of over 55% in size
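Compound effects on tau fibrillization are measured by Alexa 594 fluorescence polarization (ex 555, em 632 nm). K18 P301L tau is used at 15 uM with 0.24 uM labeled tracer, and 20 uM heparin induces aggregation over 6 hr at 37 C.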
Tau fluor cs – counter-screen for tau fibril formation inhibitors | tau K18 P301L (four-repeat tau fragment) Alexa594 fluorescence, heparin fibrillization | Potency, µM (doses to about 57.7 µM), inactives show top-dose activity change, negative = decrease | actives 0.93% (n = 280,000) | AID 1463; note: % is set by controls: 0 for no effect and ±100 for the full control effect; nearly all actives have a fitted effect of over 55% in size
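Human K18 P301L tau (15 uM unlabeled plus 0.24 uM Alexa 594-labeled, final) in 100 mM sodium acetate pH 7 was mixed with compound and 20 uM heparin and incubated 6 hr at 37 C.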
GAA spleen mod – inhibitors or activators of human alpha-glucosidase in spleen homogenate | P10253 | human spleen homogenate, 4-MU-alpha-glucoside fluorescence | Potency, µM (doses to about 79.9 µM), for inactives: at the top dose activity change, negative = inhibition, actives largely listed as inhibitors | actives 0.006% (n = 240,000) | AID 2112;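 note: 0% = enzyme with vehicle and -100% = no enzyme basal signal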
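Human spleen homogenate (1 ug) with 4-methylumbelliferyl-alpha-D-glucopyranoside (1 mM final) in 50 mM citrate/phosphate pH 5.0, 0.01% Tween-20; 40 min at 37 C. Stopped at pH 10; 4-MU fluorescence Ex 365/Em 440 nm; AC50 by Hill fit.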
GAA glycogen mod – alters human alpha-glucosidase cleavage of glycogen; recombinant GAA, glycogen substrate, Amplex Red glucose oxidase fluorescence; actives 0.38% (n = 300,000); Potency, µM (series often up to 76.4 µM), for inactives: top-dose activity change, negative = inhibition, most hits filed as inhibitors; P10253;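 note: 0% = full enzyme reaction and -100% = no-enzyme basal signal; the screen sought inhibitors and activators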
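Recombinant human alpha-glucosidase (4 nM final) hydrolysed bovine liver glycogen (30 ug) for 40 min at 37 C in pH 5.0 citrate/phosphate with 0.01% Tween-20. Released glucose detected by glucose oxidase/Amplex Red, Ex 573/Em 610 nm. Compounds up to 77 uM; AC50 from Hill fits.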
GLA spleen mod – alpha-galactosidase A (human) modulation; human spleen homogenate, 4MU-alpha-Gal fluorescence, 40 min; Potency, µM (highest dose often 80 µM), for inactives: at the top dose activity change, negative = inhibition, actives largely listed as inhibitors; actives 0.008% (n = 240,000); AID 2107;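 note: 0% = enzyme with vehicle and -100% = no enzyme basal signal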
Target sequence (P06280 32-429 limits assumed): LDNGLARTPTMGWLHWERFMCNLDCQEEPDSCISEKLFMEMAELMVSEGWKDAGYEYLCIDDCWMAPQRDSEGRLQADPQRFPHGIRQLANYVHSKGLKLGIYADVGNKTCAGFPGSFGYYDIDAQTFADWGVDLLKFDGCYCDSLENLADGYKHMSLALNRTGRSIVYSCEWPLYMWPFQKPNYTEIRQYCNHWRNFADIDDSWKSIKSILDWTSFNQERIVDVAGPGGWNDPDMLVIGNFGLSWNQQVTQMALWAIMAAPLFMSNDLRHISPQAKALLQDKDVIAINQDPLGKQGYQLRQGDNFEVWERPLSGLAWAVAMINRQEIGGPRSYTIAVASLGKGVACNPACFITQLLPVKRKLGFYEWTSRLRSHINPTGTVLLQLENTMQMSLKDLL
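Spleen homogenate 1 ug + cpd (titration) + 4-MU-alpha-D-galactopyranoside 1 mM; 37C 40 min; 50 mM citrate/phosphate pH 5.0, 0.01% Tween-20; stop pH 10; fluorescence 365/440; AC50 via Hill.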
* = called active by the depositor; ? = inconclusive; · = no result given; [ ] = remark or other dose. Calls come from the whole dose curve; as a rule, active = well fitted curve in the direction sought with a large enough effect; inconclusive = small, poorly fitted or top-dose-only effect, or another doubt; inactive = no such curve, though single readings can be large; an effect the other way counts as inactive or inconclusive. Potency is the fitted concentration of half-maximal effect. Hits appear at their usual frequency, and some 3.3% of all compounds hit somewhere here.

SMILES	HTT ATP protect	Tau ThT inhib	GAA inhib	Tau fibril FP	Tau fluor cs	GAA spleen mod	GAA glycogen mod	GLA spleen mod
Cn1c(=O)n(Cc2ccc(Cl)cc2)c2ccccc21	-14%	-7%	-12%	1%	-10%	1%	0%	4%
CC(C)Oc1ccc(/C=N/NC(N)=S)cc1	?	-4%	?	1%	-3%	-4%	-27%	-2%
CC(C)Nc1nc(NC(C)C)nc(SCC(N)=O)n1	23%[10 µM]	-2%	7%	-1%	-1%	2%	-18%	-5%
COCc1cc(=O)[nH]c2cc(NC(=O)C(C)(C)CCl)c(C)cc12	25%[10 µM]	-6%	-6%	2%	-6%	-27%	2%	7%
O=C(NCc1nc2ccccc2[nH]1)C1=C[C@@H](c2csc3ccccc23)C[C@@H](OCc2ccc(CO)cc2)O1	4%[10 µM]	-7%	·	?	?	-12%	-9%	-4%
CCOC(=O)CSc1nc2sc3c(c2c(=O)n1-c1ccc(OC)cc1)CC(C(C)C)OC3 (stereo unspecified)	·	-8%	·	4%	0%	·	-3%[76.3 µM]	·
CN(C)C(=O)CSc1nnc(C23CC4CC(CC(C4)C2)C3)o1	-17%[0.074 µM]	4%	?	2%	1%	-14%	3%	8%
O=C(Nc1nccs1)C1C2CC3OC(=O)C1C3C2 (stereo unspecified)	1%	-7%	-6%	-4%	-5%	2%	6%	4%
COc1ccc(NC(=O)COC(=O)CCCOc2ccc(Cl)cc2Cl)cc1Cl	8%[10 µM]	-5%	-2%	?	?	-6%	-11%	-22%
COC(=O)c1ccccc1NC(=O)CN1CCC(C(=O)c2ccc3c(c2)OCCO3)CC1	6%[10 µM]	0%	-26%	8%	-8%	-5%	1%	2%

The results go on:
SMILES	HTT ATP protect	Tau ThT inhib	GAA inhib	Tau fibril FP	Tau fluor cs	GAA spleen mod	GAA glycogen mod	GLA spleen mod
Cc1ccc(NCc2nc3ccccc3n2CCOc2ccccc2C)cc1	·	?	·	12%	?	·	-4%[76.3 µM]	·
CNC(=O)C(C)c1ncc(C(F)(F)F)cc1Cl (stereo unspecified)	-5%[10 µM]	5%	3%	7%	15%	-1%	-1%	5%
Cc1cccc(CSCCNC(=O)c2ccc(CN3CCOCC3)cc2)c1	4%[0.074 µM]	4%	-15%	0%	3%	-15%	-3%	0%
COc1cc(OC)c(CNC2CCCCCC2)cc1Br	-48%[inhibitor]	2%	5%	0%	-1%	-2%	-9%	-19%
CC1(c2ccccc2)CC(C)(C)n2c(O)c(C3=NC(=S)NC3=O)c3cccc1c32 (stereo unspecified)	15%[10 µM]	?	·	-8%	?	-1%	-2%	3%
Cc1c(Cl)sn(-c2ccc(Cl)cc2)c1=O	-13%	14µM*	10%	?	-20%	1%	15%	1%
O=C(c1ccccc1NS(=O)(=O)c1cccs1)N1CCCC1	-9%[10 µM]	-6%	5%	-7%	-6%	4%	-1%	4%
Cc1ccc(S(=O)(=O)N2CCC(c3nnc(-c4cccc(C)c4)o3)CC2)cc1	·	?	·	-5%	-26%	·	-8%[76.3 µM]	·
O=c1c(Cc2c(F)cccc2Cl)c(O)ccn1CCc1ccccn1	-10%	3%	8%	0%	9%	-3%	26%	-4%
O=C1N=C(N2CCN(c3ccccc3)CC2)S/C1=C\c1cn[nH]c1-c1ccccc1	·	?	5%	-10%	-13%	-9%	0%	0%

Next section.
SMILES	HTT ATP protect	Tau ThT inhib	GAA inhib	Tau fibril FP	Tau fluor cs	GAA spleen mod	GAA glycogen mod	GLA spleen mod
CCS(=O)(=O)c1ccc2oc(SCC(=O)NC34CC5CC(CC(C5)C3)C4)nc2c1	0%	-13%	-3%	-2%	-20%	-10%	-2%	-3%
CCOc1ccc(C(=O)OCC(=O)Nc2ccc(SC(F)F)cc2)cc1OCC	-34%[10 µM]	5%	-1%	?	-13%	-8%	1%	-5%
CCN1CCN(C(c2cccs2)C(C)NC(=O)CC(C)C)CC1 (stereo unspecified)	0%[0.074 µM]	-8%	6%	-6%	-9%	-7%	-2%	-7%
COc1ccc(C(=O)C[n+]2ccccc2C)cc1	-3%[10 µM]	-3%	6%	0%	-4%	3%	-2%	1%
Cc1ccc(C)c(CSc2nc3ccncc3n2Cc2nc(-c3ccccc3Cl)oc2C)c1	·	-17%	·	-2%	-5%	·	-15%[76.3 µM]	·
COc1ccc(CN(C)C(=S)Nc2ccc(Cl)cc2Cl)cc1	-62%[inhibitor]	-22%	-2%	1%	-25%	5%	-12%	-5%
Cc1ccc(-n2nnc3c(=O)n(CC(=O)N4CCC(C)CC4)cnc32)cc1	-16%	-16%	0%	-8%	-12%	-7%	2%	3%
CC1CCc2nn(CC(=O)NCCCN3CCCC3=O)cc2C1 (stereo unspecified)	-10%	-4%	-1%	-2%	0%	3%	-9%	-3%
COc1cccc(-c2csc(N3CCN(C(=S)Nc4ccccc4C)CC3)n2)c1	18%[10 µM]	-18%	11%	4%	?	-8%	-26%	4%
Cc1csc(NC(=O)CSc2nnc(Cc3cccn3C)n2CCc2ccccc2)n1	18%	-13%	4%	-6%	-7%	-7%	-3%	2%

Further structures follow:
SMILES	HTT ATP protect	Tau ThT inhib	GAA inhib	Tau fibril FP	Tau fluor cs	GAA spleen mod	GAA glycogen mod	GLA spleen mod
Cc1cccc(NCN2C(=O)c3ccccc3C2=O)c1	7%	-9%	5%	0%	-4%	-1%	-1%	1%
O=[N+]([O-])c1ccc(C2Nc3cccc4cccc(c34)N2)cc1	-22%[10 µM]	14µM*	1%	?	13µM*[quencher]	2%	?	4%
O=C(Nc1cc(S(=O)(=O)N2CCCCC2)ccc1O)c1ccccc1NS(=O)(=O)c1ccc(F)cc1	4%[0.074 µM]	-17%	-10%	6%	-26%	2%	-3%	8%
Cc1ncc(CO)c2c1Oc1nc(-c3ccc(F)cc3)nc(SCc3ccc(F)cc3Cl)c1C2	·	-2%	·	3%	0%	·	-8%[76.3 µM]	·
O=C(CCN1C(=O)c2cccc3cccc(c23)C1=O)NC1CCS(=O)(=O)C1 (stereo unspecified)	-8%[10 µM]	·	·	1%	4%	0%	-8%	1%
COc1ccc(-c2cnn(-c3ccccc3)c2N)cc1OC	-24%	?	?	5%	-9%	-8%	-6%	-29%
Cc1ccc(C(=O)Nc2ccc(S(=O)(=O)N3CCOCC3)cc2)cc1	·	8%	?	-6%	-5%	3%	-11%	1%
COCCN1Cc2cccc(C(=O)Nc3ccc(Cl)cc3Cl)c2C1=O	·	-2%	·	-1%	-24%	·	-13%[76.3 µM]	·
Cc1cccc(N/N=C2/COC(C)(C)CC2=O)c1	-1%[10 µM]	-14%	-8%	-2%	-2%	4%	-18%	4%
CCN(C(=O)CSc1nnc2c3ccccc3n(CC)c2n1)C1CCS(=O)(=O)C1 (stereo unspecified)	16%[10 µM]	-1%	5%	1%	0%	1%	4%	0%

Later entries
SMILES	HTT ATP protect	Tau ThT inhib	GAA inhib	Tau fibril FP	Tau fluor cs	GAA spleen mod	GAA glycogen mod	GLA spleen mod
COc1ccc(NC2=C(c3ccc(OC)cc3)C(=O)c3ccccc32)cc1	-14%[10 µM]	?	-25%	?	?	-5%	-13%	-16%
COc1ccc(Nc2oc(COc3cccc(C)c3)nc2C#N)cc1	-26%	-22%	-12%	17%	?	1%	?	-12%
Cc1ccccc1OCC(=O)OCC(=O)Nc1ccc(S(N)(=O)=O)cc1	34%[10 µM]	-7%	5%	-8%	-7%	-5%	3%	-3%
CN(CCOC(=O)/C=C/c1ccccc1)C(C)(C)C	16%[10 µM]	5%	-5%	-1%	3%	-5%	6%	18%
CC(C)c1nc(Cl)c(C#N)c2c1CSC(C)(C)C2	15%[10 µM]	-5%	6%	9%	1%	-6%	17%	-1%
COCOc1ccc(OC)cc1C(=O)C1O[C@H]1c1ccc(OC)c(Br)c1 (stereo partly specified)	-36%	-16%	·	-5%	-12%	-1%	·	-7%
Cc1ccccc1OCC(=O)Nc1ccc2nc(SCC(=O)N3CCCC3)sc2c1	·	?	·	-5%	-21%	·	-5%[76.3 µM]	·
O=C(CSc1nnc2scc(-c3ccc(Cl)cc3)n12)Nc1cccc(C(F)(F)F)c1	·	?	·	?	?	·	-6%[76.3 µM]	·
O=C(O)c1ccc(CSc2nnc(-c3ccncc3)n2CC2CCCO2)cc1 (stereo unspecified)	-21%	-7%	-5%	-8%	-1%	-2%	5%	-10%
CN(CCCNC(=O)C1CCC(=O)N1Cc1ccc(F)cc1)c1ccccc1 (stereo unspecified)	-12%	-13%	-1%[15.4 µM]	-1%	-9%	-1%	-14%	-10%

More compounds follow:
SMILES	HTT ATP protect	Tau ThT inhib	GAA inhib	Tau fibril FP	Tau fluor cs	GAA spleen mod	GAA glycogen mod	GLA spleen mod
Cc1ccc(NC(=O)N2CCc3cc(S(=O)(=O)N4CCC(C)CC4)ccc32)cc1C	·	9%	·	?	-12%	·	-8%[76.3 µM]	·
COc1cc(NC(=S)N2CCc3ccccc3C2)cc(OC)c1	·	-13%	1%	-1%	-27%	-1%	6%	-7%
CC(CCc1ccccc1)NC(=O)c1cncc(Br)c1 (stereo unspecified)	13%	-9%	-12%	-1%	-10%	6%	10%	1%
CCCSc1cc(NCCOC(C)=O)c([N+](=O)[O-])c2nonc12	9%[10 µM]	?	-29%	-6%	?	-8%	10%	-2%
Cc1csc(-c2cccnc2)n1	·	2%	-8%	1%	4%	-1%	1%	-1%
Cc1ccnc(N2C(=O)c3cccc4c([N+](=O)[O-])ccc(c34)C2=O)c1	-2%[10 µM]	?	0%	1%	?	?	2%	-3%
Cc1ccc(C(=O)Nc2ccc(OCc3ccccc3)cc2)cc1[N+](=O)[O-]	-1%	?	2%	-4%	-13%	-9%	-5%	2%
